Bioassay records: PubChem, MTDP
RNase H inhibition – RNase H inhibition, HIV 1 Gag Pol polyprotein, FRET biochemical assay, screening (AID 372) | HIV-1 RT RNase H, FRET RNA/DNA substrate fluorescence; higher % means a stronger effect | one-dose inhibition, % at 10 µM; IC50 in µM for titrated hits | 0.77% of 100,000 active; in the data active means inhibition above about 50%
An asterisk follows results filed as active. Not all compounds are listed; rates above refer to the full screens.

A first look:
SMILES | RNase H inhibition
CCOc1ccc(C(=O)Nc2cccc([N+](=O)[O-])c2)cc1Cl | 0.0%
CC1=C(C(=O)OCC2CCCO2)C(c2ccccc2OCc2ccccc2)C2=C(CC(C)(C)CC2=O)N1 (stereo unspecified) | 19.0%
CCOC(=O)C1=C(C)N=c2s/c(=C\c3ccc(-c4ccc(OC)cc4[N+](=O)[O-])o3)c(=O)n2C1c1ccc(OC)c(OC)c1 (stereo unspecified) | 13.0%
CCOC(=O)C1=C(C)N=c2s/c(=C\c3ccc(-c4ccc(Cl)c(Cl)c4)o3)c(=O)n2C1c1cc(OC)ccc1OC (stereo unspecified) | 0.0%
CCOc1ccc(N2CN=c3s/c(=C/c4ccc(I)o4)c(=O)n3C2)cc1 | 20.0%
CCN1CCc2c(sc(NC(=S)NC(=O)c3ccccc3)c2C#N)C1 | 5.0%

Main list (from the top)
SMILES | RNase H inhibition
CCOc1ccc(C(=O)Nc2cccc([N+](=O)[O-])c2)cc1Cl | 0.0%
CC1=C(C(=O)OCC2CCCO2)C(c2ccccc2OCc2ccccc2)C2=C(CC(C)(C)CC2=O)N1 (stereo unspecified) | 19.0%
CCOC(=O)C1=C(C)N=c2s/c(=C\c3ccc(-c4ccc(OC)cc4[N+](=O)[O-])o3)c(=O)n2C1c1ccc(OC)c(OC)c1 (stereo unspecified) | 13.0%
CCOC(=O)C1=C(C)N=c2s/c(=C\c3ccc(-c4ccc(Cl)c(Cl)c4)o3)c(=O)n2C1c1cc(OC)ccc1OC (stereo unspecified) | 0.0%
CCOc1ccc(N2CN=c3s/c(=C/c4ccc(I)o4)c(=O)n3C2)cc1 | 20.0%
CCN1CCc2c(sc(NC(=S)NC(=O)c3ccccc3)c2C#N)C1 | 5.0%
O=c1[nH]c2ccccc2nc1/C=C(\O)c1cccc(Br)c1 | 5.0%
COC(=O)C1=C(C)N=C2SCCC(=O)N2C1c1ccc2c(c1)OCO2 (stereo unspecified) | 1.0%
C=CCSc1nc2c(c(=O)n1CC1CCCCC1)C1(CCCC1)Cc1ccccc1-2 | 15.0%
COc1ccc(NC(=O)c2ccc(Nc3nnc(C)c4ccccc34)cc2)cc1 | 33.0%
N#C/C(=C\c1cn(Cc2ccc(F)cc2)c2ccccc12)C(=O)Nc1ccc(F)cc1 | 16.0%
COc1cccc(CN2CCN(C3CCCCC3)CC2)c1 | 5.0%
COc1cccc(NC2=C(Cl)C(=O)N(c3ccc(Cl)cc3)C2=O)c1 | 11.0%
Cc1onc(-c2ccccc2Cl)c1C(=O)NCCc1nc2ccccc2[nH]1 | 11.0%
COc1ccc(N2C(=O)NC(=O)/C(=C\c3ccc(OCc4ccc(C(=O)O)cc4)c(OC)c3)C2=O)cc1 | 0.0%
CCOC(=O)C1=C(C)N=c2s/c(=C\c3ccc4c(c3)OCO4)c(=O)n2C1c1ccc(F)cc1 (stereo unspecified) | 6.0%
CCOC(=O)C1=C(C)N=C2SCC(=O)N2C1c1ccc(OC)c(OC)c1 (stereo unspecified) | 5.0%
O=C(NC(=S)Nc1ccc(-c2nc3cc(Cl)ccc3o2)cc1)c1cc2ccccc2o1 | 11.0%
COc1cccc2cc(-c3nc(-c4cccc([N+](=O)[O-])c4)cs3)c(=O)oc12 | 16.0%
Cc1ccc(C(=O)CCNc2ccc(Br)cc2)o1 | 0.0%
O=C(Nc1cc(-c2nc3ccccc3s2)ccc1Cl)c1cc([N+](=O)[O-])ccc1Cl | 13.0%
O=C1c2ccc(-c3nc4ccccc4o3)cc2C(=O)N1CC1CCCO1 (stereo unspecified) | 10.0%
CN1C(=O)C(=Cc2ccc(N3CCOCC3)cc2)C(=O)N(C)C1=O | 5.0%
O=C(COc1ccc(Cl)cc1)Nc1ccc2oc(-c3ccccc3F)nc2c1 | 32.0%
COc1ccc(CCN2C(=O)CC(C(=O)O)SC2=Nc2ccc(Cl)cc2)cc1OC (stereo unspecified) | 13.0%
(list continues)
SMILES | RNase H inhibition
Cc1cc(Br)ccc1NC(=O)c1ccc(Cl)cc1 | 0.0%
COc1ccccc1C1C(C(=O)OCCc2ccccc2)=C(C)NC2=C1C(=O)CC(c1ccc(Cl)cc1)C2 (stereo unspecified) | 10.0%
O=C(N/N=C/c1ccc(O)cc1)c1cc[n+](Cc2ccccc2)cc1 | 6.0%
O=C(NCc1cccnc1)C(=O)N1CCCCC1 | 0.0%
CC(C)CN1C(=O)c2ccc(C(=O)NC3CCCCC3)cc2C1=O | 0.0%
COc1cc(-c2onc3ccc(Cl)cc23)cc(OC)c1OC | 3.0%
O=C(NCc1ccc(Cl)cc1)C(=O)N/N=C/c1ccccc1 | 2.0%
O=C(NC(=S)Nc1ccc([N+](=O)[O-])cc1Cl)c1ccc(F)cc1 | 19.0%
COc1cc(CN2CCN(Cc3ccccc3C)CC2)cc(OC)c1OC | 10.0%
CCOC(=O)c1cccc(Nc2ncnc3ccc(C)cc23)c1 | 0.0%
COc1cc([N+](=O)[O-])ccc1-c1ccc(/C=C2/C(=O)N(c3ccc(C)cc3)N=C2C)o1 | 6.0%
COc1cc(C=Nc2ccc(Cl)cc2Cl)c([N+](=O)[O-])cc1OC | 36.0%
COc1cc(C2C3=C(CC(C)(C)CC3=O)OC3=C2C(=O)CC(C)(C)C3)ccc1OCc1cc2c(cc1Cl)OCO2 | 0.0%
O=C(NCc1ccccc1)/C(=C\c1ccc(O)cc1)NC(=O)c1ccccc1 | 9.0%
CCc1cc2c(N3CCN(Cc4ccccc4)CC3)ncnc2s1 | 5.0%
CCCOc1ccc(/C=N/n2c(-c3ccc(Cl)cc3)n[nH]c2=S)cc1 | 8.0%
Cc1ccc2nc(-c3ccc(NC(=S)NC(=O)c4ccc(F)cc4)cc3)oc2c1 | 45.0%
Cc1ccc(NC(=O)c2cccc([N+](=O)[O-])c2C)cc1Cl | 3.0%
CCn1c2ccccc2c2cc(CNc3cc([N+](=O)[O-])ccc3OC)ccc21 | 15.0%
Cc1ccc(OCCOCCOc2ccc(Br)cc2/C=c2\sc3nc4ccccc4n3c2=O)cc1 | 9.0%
CSc1nc2sc3c(c2c(=O)n1Cc1ccccc1)CCN(C)C3 | 7.0%
C=CCN1C(=O)/C(=C\c2cc(OC)c(O)c(OC)c2)SC1=S | 18.0%
Cc1ccccc1NC(=O)C1CCC(=O)N1 (stereo unspecified) | 0.0%
O=C(Nc1ccc(F)cc1F)N1CCN2C(=O)c3ccccc3C12c1ccc(Cl)cc1 (stereo unspecified) | 15.0%
CCOC(=O)C1=C(C)N=c2s/c(=C\c3ccc(-c4ccc(Br)cc4)o3)c(=O)n2C1c1ccc(Cl)cc1 (stereo unspecified) | 29.0%

Reprinted at random: 5 records from the list.
SMILES | RNase H inhibition
Cc1ccc2nc(-c3ccc(NC(=S)NC(=O)c4ccc(F)cc4)cc3)oc2c1 | 45.0%
C=CCN1C(=O)/C(=C\c2cc(OC)c(O)c(OC)c2)SC1=S | 18.0%
CSc1nc2sc3c(c2c(=O)n1Cc1ccccc1)CCN(C)C3 | 7.0%
CCOC(=O)c1cccc(Nc2ncnc3ccc(C)cc23)c1 | 0.0%
Cc1ccc(NC(=O)c2cccc([N+](=O)[O-])c2C)cc1Cl | 3.0%

The listing continues:
SMILES | RNase H inhibition
CCCn1c(/N=C/c2ccc3c(c2)OCO3)nc2ccccc21 | 24.0%
C/C(=N\NC(=O)c1ccccc1[N+](=O)[O-])c1ccc(Br)s1 | 20.0%
CCOC(=O)N1CCN(C(=O)/C(=C/c2ccc(OC)cc2)NC(=O)c2ccccc2)CC1 | 6.0%
CS(=O)(=O)N(CC(=O)Nc1ccc(Oc2ccccc2)cc1)c1ccccc1 | 14.0%
C=CCN1C(=O)c2ccccc2C1(O)c1ccc(F)cc1 (stereo unspecified) | 0.0%
Cc1ccccc1NC(=O)c1ccco1 | 0.0%
COc1cc(OC)cc(C(=O)Nc2ccc(Br)c(C)c2)c1 | 9.0%
Cc1cc(N2CCN(c3ccccn3)CC2)nc2ccccc12 | 15.0%
Cc1ccccc1N1C(=O)/C(=C/c2ccc(OCC(=O)O)c(Cl)c2)C(=O)NC1=S | 7.0%
CCOC(=O)c1c(NC(=O)CSc2nnc(C)c(=O)[nH]2)sc2c1CCCC2 | 7.0%
Cc1cc(C)cc(N=Cc2ccc(O)cc2O)c1 | 10.0%
COC(=O)c1ccc(/C=N/NC(=O)CC2=NNC(=O)C2)cc1 | 19.0%
CCOC(=O)C1=C(C)NC(=O)NC1c1ccc(-c2ccc(OC)cc2[N+](=O)[O-])o1 (stereo unspecified) | 11.0%
CC(=O)Nc1cc(-c2ccc(F)cc2)[nH]n1 | 0.0%
COc1ccccc1N(CC(=O)Nc1c(C)cccc1C)S(=O)(=O)c1ccccc1 | 7.0%
O=C1c2ccccc2C(=O)N1CC(=O)N1c2ccccc2Sc2ccc(C(F)(F)F)cc21 | 19.0%
O=C(NN1C(=O)c2ccccc2C1=O)c1ccc2c(c1)C(=O)N(c1ccc(Sc3ccc([N+](=O)[O-])cc3)cc1)C2=O | 12.0%
C=CCC1(C#N)C(=S)NC2=C(C(=O)CC(C)(C)C2)C1C (stereo unspecified) | 1.0%
CCOc1ccc(/C=N/Nc2nc(N3CCCC3)nc(N3CCCC3)n2)c(OCC)c1 | 35.0%
CCOC(=O)c1[nH]c(=O)[nH]c1CSC1=NC(=O)C(c2ccccc2)C(=O)N1 (stereo unspecified) | 6.0%
CC1=C(C(=O)OCC2CCCO2)C(c2ccc(Cl)cc2)NC(=O)N1 (stereo unspecified) | 10.0%
COCCOC(=O)c1ccc(NC(=O)COc2cc(C)ccc2C(C)C)cc1 | 17.0%
O=C(Nc1cccc(N2C(=O)C3C4C=CC(C4)C3C2=O)c1)c1ccccc1 (stereo unspecified) | 6.0%
CCOc1cccc(C(=O)NC(=S)Nc2cc(C)c(C)cc2O)c1 | 20.0%
Cc1ccc(-n2c(C)cc(/C=N/NC(=O)c3ccncc3)c2C)c(C)c1 | 2.0%
Remaining list, next part:
SMILES | RNase H inhibition
COc1cc(/C=C2\SC(=O)N(c3ccccc3)C2=O)ccc1OCc1ccccc1 | 9.0%
O=C1CS/C(=N\N=C\c2cccc(Br)c2)N1 | 3.0%
S=C(c1ccc(-c2cccc(Cl)c2Cl)o1)N1CCN(c2ccccc2)CC1 | 15.0%
O=C(O)c1ccc2c(c1)C(=O)N(NC(=O)c1ccccc1)C2=O | 0.0%
O=C1/C(=C/C=C/c2ccccc2)SC(=S)N1Cc1ccco1 | 13.0%
O=[N+]([O-])c1ccccc1-c1ccc(/C=C/c2ccc3ccccc3n2)o1 | 26.0%
Cc1ccc(C)c(COc2ccc3c(C)c(C)c(=O)oc3c2C)c1 | 0.0%
Cn1c(O)c(N=NS(=O)(=O)c2ccccc2)c2ccccc21 | 0.0%
COC(=O)CSc1nc(N)c(C#N)c(-c2ccc(O)cc2)c1C#N | 2.0%
CCOc1ccc(N(CC(=O)Nc2cc(Cl)ccc2OC)S(=O)(=O)c2ccc(C)cc2)cc1 | 13.0%
CCN(CC)CCSc1nc(O)c(-c2ccccc2)c(=O)[nH]1 | 0.0%
CCOc1ccc(N(CC(=O)NCc2ccc(C)cc2)S(=O)(=O)c2ccccc2)cc1 | 6.0%
CCOc1cccc(C(=O)Nc2ccccc2C(=O)OC)c1 | 4.0%
COc1cccc(/C=C2\SC(=S)N(Cc3ccccc3)C2=O)c1O | 24.0%
N#C/C(=C\c1cccc([N+](=O)[O-])c1)c1nc(-c2ccc(Cl)cc2Cl)cs1 | 5.0%
N#Cc1c(NC(=O)c2cc3nc(-c4ccco4)cc(C(F)(F)F)n3n2)sc2c1CCCCC2 | 11.0%
N#Cc1c(-c2ccc(Br)cc2)cc(-c2ccco2)c(C#N)c1N | 58.0%*
COc1ccc(-c2cc(-c3ccc(OC)c(OC)c3)n[nH]2)c(O)c1 | 0.0%
CS(=O)(=O)N(CC(=O)Nc1ccccc1C(F)(F)F)c1cccc(C(F)(F)F)c1 | 9.0%
COc1cccc(CN2CCCC(C)C2)c1OC (stereo unspecified) | 0.0%
CCOc1ccc(/C=C/C(=O)c2ccc(Br)cc2)cc1 | 0.0%
Oc1c(Br)cc(/C=N/n2cnnc2)cc1Br | 5.0%
O=C(NC(=S)Nc1cccc(-c2nc3ccccc3o2)c1)c1ccccc1F | 10.0%
COc1cc(C=O)ccc1OCCCCOc1ccc(Br)cc1 | 16.0%
Cc1ccnc(Nc2nc(-c3ccccn3)cs2)c1 | 0.0%
New compounds follow:
SMILES | RNase H inhibition
Cc1cc(=O)[nH]c(SCC(=O)c2ccc(O)c(O)c2)n1 | 50.0%*
O=c1cnn(Cc2ccccc2)c(=O)n1Cc1ccccc1 | 33.0%
Cn1cnc2c1c(=O)n(Cc1ccccc1F)c(=O)n2C | 8.0%
O=C1/C(=C/C=C/c2ccccc2)SC(=S)N1C1CCS(=O)(=O)C1 (stereo unspecified) | 13.0%
COc1cc(C=Nc2ccc(C)cc2C)ccc1O | 23.0%
CCCCS(=O)(=O)CC(COC(=O)c1ccccc1)S(=O)(=O)CCCC (stereo unspecified) | 3.0%
Cc1cccc(-n2c(C)cc(/C=N/NC(=O)c3cccnc3)c2C)c1 | 10.0%
CCNc1cc(C)c(C)cc1-n1cnc(-c2ccc([N+](=O)[O-])cc2)c1 | 6.0%
NS(=O)(=O)c1ccc(CN(C(=O)CCC(=O)O)C2CC(=O)N(c3ccccc3)C2=O)cc1 (stereo unspecified) | 7.0%
CC(=O)C1=C(C)NC(SCC(=O)c2ccc(C)cc2C)=C(C#N)C1c1ccccc1Cl (stereo unspecified) | 37.0%
CC(C)NC(=O)c1ccc(I)cc1 | 0.0%
C=CCc1cc(OC)ccc1OCC(O)CN1CCN(C(=O)OCC)CC1 (stereo unspecified) | 7.0%
CCOC(=O)C1=C(C)NC2=C(C(=O)CC(c3ccccc3)C2)C1c1cccc(OC)c1 (stereo unspecified) | 14.0%
Cc1cc(C)c2oc(-c3ccc(NS(=O)(=O)c4ccccc4)cc3)nc2c1 | 7.0%
CCCCOc1cccc(C(=O)NC(=S)Nc2cc(-c3nc4ccccc4o3)ccc2Cl)c1 | 19.0%
CCOC(=O)C1=C(C)N=c2s/c(=C\c3cccnc3)c(=O)n2C1c1ccc(Cl)cc1 (stereo unspecified) | 12.0%
COc1ccc(C(=O)COC(=O)c2cccc(N3C(=O)c4ccccc4C3=O)c2)cc1[N+](=O)[O-] | 23.0%
CN(C)c1ccc(N=C2Sc3cccc4cccc(c34)C2=O)cc1 | 15.0%
CN1C(=O)/C(=C2\SC(=S)N(C3CCCCC3)C2=O)c2ccccc21 | 3.0%
